Assay outcomes deposited in PubChem by several laboratories.
HTR5A inv ag: HTR5A inverse agonism, opioid heterodimer counter-screen. hit rate 0.083% among 340,000. HTR5A cell line, luminescence. P47898. inhibition, % at 9.3 µM; in the data active means inhibition mostly above about 23%, no sharp cut-off; inactive means mostly below about 18%;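 further: 0% = cells with DMSO and 100% = no-cell wells with DMSO; some compounds called inactive have numbers as strong as hits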
PKA-R1A activ: PKA-R1A complex activation | activation, % at 11.4 µM | PKA-R1A dissociation, Cy5-IP20 fluorescence polarization; scaled: DMSO 0%, 113 µM cGMP 100% | AID 504707 | P00514+P68181 | hit rate 0.083% among 340,000;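 active means percent activation above the mean of all tested compounds plus 3 SD, cut at about 19% in these data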;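 further: higher means more PKAc released from R1A so a rise in polarization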
HTR5A ag: HTR5A agonism, opioid heterodimer counter-screen; P47898; HTR5A agonist assay, luminescence, cell-based; activation, % at 9.3 µM; hit rate 0.61% among 340,000; AID 504692; in the data active means activation mostly above about 9.5%, no sharp cut-off; inactive means mostly below about 7.6%;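 further: 0% = cells with vehicle only and 100% = reference agonist; strong numbers were not always called active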
DAGLB inh: diacylglycerol lipase beta (human) inhibition. hit rate 0.059% among 340,000. HEK293T DAGLB membrane lysate, EnzChek fluorogenic substrate. AID 504411. inhibition, % at 5.17 µM. Q8NCG7; in the data active means inhibition above about 34%;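 further: 0% = enzyme with vehicle and 100% = wells lacking enzyme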
Target sequence (Q8NCG7 whole entry, looked up): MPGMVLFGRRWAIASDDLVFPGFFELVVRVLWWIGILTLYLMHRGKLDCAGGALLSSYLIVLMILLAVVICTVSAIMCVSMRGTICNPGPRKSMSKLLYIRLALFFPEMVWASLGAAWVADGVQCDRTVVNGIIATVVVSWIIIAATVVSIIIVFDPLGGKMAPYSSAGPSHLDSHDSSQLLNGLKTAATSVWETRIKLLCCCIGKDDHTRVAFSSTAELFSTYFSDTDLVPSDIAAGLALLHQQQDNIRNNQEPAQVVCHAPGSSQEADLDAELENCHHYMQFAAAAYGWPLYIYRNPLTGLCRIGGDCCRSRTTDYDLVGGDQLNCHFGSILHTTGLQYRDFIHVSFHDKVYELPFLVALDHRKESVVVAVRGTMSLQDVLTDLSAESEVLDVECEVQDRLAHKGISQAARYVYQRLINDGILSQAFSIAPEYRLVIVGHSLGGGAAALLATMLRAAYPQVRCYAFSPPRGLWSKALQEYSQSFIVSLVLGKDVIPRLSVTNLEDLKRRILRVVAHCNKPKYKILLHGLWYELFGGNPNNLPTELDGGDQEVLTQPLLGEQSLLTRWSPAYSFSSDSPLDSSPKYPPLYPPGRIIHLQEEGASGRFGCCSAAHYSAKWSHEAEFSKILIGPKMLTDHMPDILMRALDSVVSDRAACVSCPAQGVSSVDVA
OPRM1-OPRD1 inv: inverse agonist of human OPRM1-OPRD1 heterodimerization; P35372+P41143; cell-based MOR-DOR heterodimer luminescence, inverse agonism; inhibition, % at 9.3 µM; hit rate 0.21% among 340,000; AID 504357; in the data active means inhibition above about 22%, passing the limit was not always enough;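 further: 0% = cells with DMSO and 100% = wells without cells with DMSO; values of inactives mirror those of a sister screen read the other way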
V-ATPase pH: yeast V-ATPase proton transport regulation by pHLuorin; S. cerevisiae, pHLuorin cytosolic pH fluorescence; response, % at 10 µM; hit rate 0.37% among 350,000; in the data active means response mostly above about 7.3%, no sharp cut-off; inactive means mostly below about 5.4%; further: actives read high; inactives centre near 0; some compounds called inactive have numbers as strong as hits; reference of the scale not given here
PKA-R2B act: PKA-R2B complex activation. hit rate 0.079% among 340,000. activation, % at 11.4 µM. PKA-R2B holoenzyme dissociation, Cy5-IP20 fluorescence polarization; R2B truncated from residue 108, S112A mutant; 0% DMSO only, 100% 113 µM cGMP. P22694+P31323;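 active means activation above a cutoff set at the mean over all compounds plus 3 SD, cut at about 18% in these data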;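 further: higher means more holoenzyme dissociation and a rise in polarization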
Pemphigus Ab inh: human desmoglein-3 autoantibody binding inhibition; DSG3-coupled beads, scFv-anti-DSG3-GFP binding, flow cytometry; hits give low values; P32926; hit rate 0.48% among 310,000; binding (percent of control), % at 10 µM;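 active means binding more than 3 SD below its plate's average and above zero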;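 further: hits lower antibody fragment binding to DSG3; some compounds called inactive have numbers as strong as hits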
OPRM1-OPRD1 ag: agonists of human mu-delta opioid receptor heterodimerization | hit rate 0.3% among 340,000 | P35372+P41143 | activation, % at 9.3 µM | cells, OPRM1-OPRD1 heterodimerization, luminescence; in the data active means activation above about 18%;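 further: 0% = vehicle-treated cells and 100% = reference agonist; values of inactives mirror those of a sister screen read the other way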
Arrestin-AP2 inh: inhibitors of human beta-arrestin and AP2 interaction | hit rate 0.31% among 340,000 | inhibition, % at 10 µM | FITC-arrestin peptide / GST-AP2 beads, flow cytometry; AP2 beta2 appendage carries R879A mutation;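 active means inhibition above a set limit, near 3 SD of compounds lacking own fluorescence, cut at about 54% in these data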;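 further: plate controls were DMSO wells for no effect and 5 µM unlabelled arrestin peptide for full effect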
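Material – GST-tagged AP2 beta2-adaptin appendage (R879A) on 4 µm glutathione beads · Probe or stimulus – fluorescein-tagged arrestin peptide at 50 nM final · Timing – 12 min plus 1 h, RT · Detection – bead flow cytometry, FITC channel · Read-out basis – inhibition as reduced fluorescein signal on beads, percent · Medium – PBS plus Tween 20 (0.05%) and BSA (0.1%)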
Numbers without * were called inactive; nt = no result given. Rows are unselected; any-hit rate near 2.4%.

SMILES	HTR5A inv ag	PKA-R1A activ	HTR5A ag	DAGLB inh	OPRM1-OPRD1 inv	V-ATPase pH	PKA-R2B act	Pemphigus Ab inh	OPRM1-OPRD1 ag	Arrestin-AP2 inh
Cc1ccc(OCc2n[nH]c(=S)n2N)cc1C	1	-14	0	2	8	5	-2	116	-1.6	-15
O=C1[C@H]2[C@H](C=CC[C@H]2C(=O)N2CCN(c3ccccc3)CC2)CCN1Cc1ccc(Cl)c(Cl)c1	-15	0	-1	-7	0	-2	-2	107	0.0	5
COc1ccc(N=C(C)C2=C(O)COC2=O)cc1	-1	2	9	-1	6	0	-4	111	-1.4	7
CC(=O)Nc1ccc(OCC(O)CN2CCN(S(=O)(=O)c3ccc(NC(C)=O)cc3)CC2)cc1 (stereo unspecified)	-55	-6	7	1	-2	-1	-10	104	0.4	-4
O=C(NCc1ccco1)c1ccccc1	-10	-8	3	0	20	-1	-2	121	-4.0	27
Cc1cccc(C)c1NC(=O)Nc1ccccc1-n1ccnc1	-5	0	3	-3	10	-1	-5	91	-1.4	-4
CC1CSc2nnc(CCc3ccccc3)n21 (stereo unspecified)	-2	8	1	1	7	-2	7	108	-1.4	8
O=C(O)CSc1nnc(C2COc3ccccc3O2)n1-c1ccccc1 (stereo unspecified)	11	6	-4	3	-2	0	6	103	0.3	20
Cc1ccc(NC(=O)CSc2nc(NS(=O)(=O)c3ccccc3)cc(=O)[nH]2)cc1	15	-4	4	1	12	-3	6	nt	-2.4	-1
O=C1NC(=Nc2ccc(O)cc2)S/C1=C\C=C\c1ccco1	4	-3	1	6	-11	-1	13	99	2.1	0
COc1ccccc1N1CCN(C(=O)c2ccc(CN3CCc4ccccc4C3)cc2)CC1	9	-13	1	-3	7	-1	9	nt	-1.2	-3
Cc1c(C(=O)NC2CCCCC2)oc2ccccc12	-4	-6	1	-2	6	-1	1	99	-1.4	12
Cc1nn(CCCC(=O)Nc2c(F)cc(F)cc2Br)c(C)c1[N+](=O)[O-]	-2	-5	1	1	11	-2	-1	100	-2.2	-3
CCCCC(=O)Nc1cc(N(C)C)nc2ccccc12	-8	-13	1	-4	16	-3	-2	nt	-3.9	27
COc1ccc(C2/C=C\CN(C(=O)CC(C)(C)C)CC(=O)N2Cc2ccc(F)cc2)cc1 (stereo unspecified)	1	1	2	-3	16	0	3	101	-2.9	9
Cc1ccc(-c2nc3ccccc3c(=O)n2CCN2CCOCC2)cc1	16	-1	1	1	-4	4	5	97	0.8	22
CSc1cccc(NC(=O)/C=C/c2cccc(Cl)c2)c1	2	-5	-3	-6	-9	2	-7	136	1.8	10
Cc1cc(Cl)ccc1OCC(=O)NN1C(=O)C2C3C=CC(C3)C2C1=O (stereo unspecified)	0	-9	0	1	12	-1	1	102	-2.4	3
O=C(c1ccc(N2CCOCC2)c([N+](=O)[O-])c1)N1CCCCC1	9	-11	3	2	11	-1	-7	nt	-2.1	-16
Nc1nc(SCc2c(Cl)cccc2Cl)n[nH]1	-15	-4	-2	1	18	-2	-3	nt	-3.0	2
CN1CC(=O)NC1=NC(=O)c1ccc(Cl)c(S(=O)(=O)N2CCCCCC2)c1	11	-10	4	0	7	nt	-3	94	-1.2	-4
CCOc1ccc(C(C)C)cc1S(=O)(=O)Nc1ccc(Cl)cn1	5	-4	-2	-1	4	-2	-4	nt	-0.9	-10
CC(C)(C)c1nnc(NC(=O)C2CCN(C(=O)c3ccco3)CC2)s1	2	-3	0	-2	-12	-3	-2	100	1.4	6
CCCC(=O)Nc1ccc(-c2nc3cc(C)c(C)cc3o2)cc1	12	-5	2	-1	5	nt	-7	125	-0.8	14
Cc1ccc(NS(=O)(=O)c2cc(C(=O)N3CCN(CCO)CC3)ccc2C)cc1	4	-2	-3	2	5	1	0	108	-1.3	1

Some of these compounds in order of length of the SMILES, largest number first:
SMILES	HTR5A inv ag	PKA-R1A activ	HTR5A ag	DAGLB inh	OPRM1-OPRD1 inv	V-ATPase pH	PKA-R2B act	Pemphigus Ab inh	OPRM1-OPRD1 ag	Arrestin-AP2 inh
CN1CC(=O)NC1=NC(=O)c1ccc(Cl)c(S(=O)(=O)N2CCCCCC2)c1	11	-10	4	0	7	nt	-3	94	-1.2	-4
CC(C)(C)c1nnc(NC(=O)C2CCN(C(=O)c3ccco3)CC2)s1	2	-3	0	-2	-12	-3	-2	100	1.4	6
O=C1NC(=Nc2ccc(O)cc2)S/C1=C\C=C\c1ccco1	4	-3	1	6	-11	-1	13	99	2.1	0
COc1ccc(N=C(C)C2=C(O)COC2=O)cc1	-1	2	9	-1	6	0	-4	111	-1.4	7
O=C(NCc1ccco1)c1ccccc1	-10	-8	3	0	20	-1	-2	121	-4.0	27

The list continues:
SMILES	HTR5A inv ag	PKA-R1A activ	HTR5A ag	DAGLB inh	OPRM1-OPRD1 inv	V-ATPase pH	PKA-R2B act	Pemphigus Ab inh	OPRM1-OPRD1 ag	Arrestin-AP2 inh
Cc1oc2c(c1C(=O)NCCO)CCCC2	14	6	-5	0	12	0	-13	100	-2.3	-2
COC(=O)c1ccc(C2NC(C(=O)O)CS2)cc1 (stereo unspecified)	-11	6	2	1	11	3	-2	108	-2.2	16
c1ccc2c(c1)nc(N1CCCCCC1)c1ccccc12	-17	-4	2	-8	12	0	-2	104	-2.3	27
c1ccc2c(c1)Sc1ccccc1-n1cnnc1-2	-20	-2	0	2	18	3	0	66	-3.2	7
CC(C)CN1C(=S)SC(C)(C)C1n1oc(=O)n(-c2ccc(Cl)cc2)c1=O (stereo unspecified)	-13	-5	5	-10	-65	-6	-9	100	11	14
CC(O)CNc1nc2c(c(=O)n(C)c(=O)n2C)n1Cc1cccc(Br)c1 (stereo unspecified)	-3	-1	1	-2	-25	-9	-6	101	4.2	6
Cc1ccccc1CC(=O)NC1CCCCCC1	-9	-2	2	0	-9	-3	-5	105	1.8	5
COc1cc(C(=O)N2CCN(c3cccc(C)c3C)CC2)cc(OC)c1OC	1	2	0	0	7	-3	6	110	-1.4	1
COCCNC(=O)CN(C(=O)CCC(=O)Nc1nccs1)c1ccc2c(c1)OCO2	-10	1	4	0	-1	-6	-3	nt	0.2	6
Cc1nc2c(ccc3c([N+](=O)[O-])cccc32)c(C)c1C	-14	-6	1	-8	-9	1	0	109	1.6	0
Cc1nnsc1-c1nc2ccccc2[nH]1	-7	-4	3	0	8	1	0	105	-1.4	-3
COCCn1cnnc1SCC(=O)c1ccc(S(=O)(=O)N2CCCC2)cc1	1	5	2	-3	-1	-1	5	103	0.1	2
O=C(Nc1ccc(S(=O)(=O)Nc2ncccn2)cc1)c1cccc(S(=O)(=O)N2CCOCC2)c1	4	-4	1	-1	15	-5	-1	99	-2.9	1
COc1cccc(C2CC(C(F)(F)F)n3ncc(C(=O)NCc4ccco4)c3N2)c1 (stereo unspecified)	-8	-8	-2	0	13	-4	0	100	-2.2	-2
COc1ccc(NC(=O)CSc2nnc(-c3cccs3)n2N)c(OC)c1	-24	2	10	4	0	-3	-6	104	0.1	3
C#CCOC(=O)C[N+](C)(C)CC=C	-14	3	-1	-3	4	-1	3	102	-0.7	46
CCOC(=O)C1=C(N)OC2=C(C(=O)CCC2)C1c1ccc2c(c1)OCO2 (stereo unspecified)	1	5	0	-2	12	0	11	nt	-2.5	11
Cc1ccc(NC(=O)C2(c3ccc([N+](=O)[O-])cc3)CCCC2)cc1	23	-1	0	0	-43	0	-10	107	6.3	-1
C/C(=N\Nc1ccc([N+](=O)[O-])cc1[N+](=O)[O-])C(C)(C)C(C(=O)O)C(=O)O	-3	-8	5	1	14	1	-4	85	-2.7	3
CCC(=NC)C1=C(O)CC(c2ccccc2)CC1=O (stereo unspecified)	-7	-9	2	-5	18	-1	1	98	-3.9	0
CCOc1cc(/C=C(\C#N)C(=O)Nc2ccc(S(N)(=O)=O)cc2)ccc1OCCN1CCOCC1	16	-2	2	-4	15	2	-9	109	-4.5	-10
CC(=O)Nc1ccc(NC(=O)C(C)O/N=C/c2cccc([N+](=O)[O-])c2)cc1 (stereo unspecified)	1	-2	0	3	-2	5	-2	102	0.4	-5
COCc1cc(=O)[nH]c(SCCS(=O)(=O)c2ccc(Cl)cc2Cl)n1	9	8	-5	1	6	3	8	nt	-1.2	5
CN1CCN(S(=O)(=O)c2ccc3c(c2)OCCO3)CC1	-12	3	5	1	17	3	-13	79	-3.0	-1
COc1ccc(CCN2CC(O)=C(c3nc4ccccc4c(=O)[nH]3)C2=N)cc1OC	11	-6	2	1	20	1	-2	100	-3.8	25
CC1=C(C)C(=O)OC(C(C)C2CCC3C4CC=C5CC(OC6OC(COC7OC(CO)C(O)C(O)C7O)C(O)C(O)C6O)CC(O)C5(C)C4CCC23C)C1 (stereo unspecified)	14	6	-1	2	7	-3	2	100	-1.4	5

A second format for two compounds above:
COc1cccc(C2CC(C(F)(F)F)n3ncc(C(=O)NCc4ccco4)c3N2)c1 (stereo unspecified)
  HTR5A inv ag = -8
  PKA-R1A activ = -8
  HTR5A ag = -2
  DAGLB inh = 0
  OPRM1-OPRD1 inv = 13
  V-ATPase pH = -4
  PKA-R2B act = 0
  Pemphigus Ab inh = 100
  OPRM1-OPRD1 ag = -2.2
  Arrestin-AP2 inh = -2
CN1CC(=O)NC1=NC(=O)c1ccc(Cl)c(S(=O)(=O)N2CCCCCC2)c1
  HTR5A inv ag = 11
  PKA-R1A activ = -10
  HTR5A ag = 4
  DAGLB inh = 0
  OPRM1-OPRD1 inv = 7
  V-ATPase pH = nt
  PKA-R2B act = -3
  Pemphigus Ab inh = 94
  OPRM1-OPRD1 ag = -1.2
  Arrestin-AP2 inh = -4
